Bioassay records from PubChem BioAssay.
TWEAK Fn14 block: inhibitors of TWEAK-Fn14 signaling, primary screen, luciferase reporter cells, uHTS; TWEAK-stimulated Fn14 reporter cells, luciferase luminescence, 8 h; inhibition, % at 10 µM; 360,000 tested, 2% active; AID 1159606, 2016; in the data active = inhibition above about 50%
Shn3 3UTR inh: reduction of Shn3 3'UTR firefly luciferase signal, primary screen, Schnurri-3 inhibitor project, cell-based, Clone20 osteoblasts, set 2; inhibition, % at 12.5 µM; Clone20 osteoblast Shn3 3'UTR firefly luciferase, 24 h; AID 588674, 2011; 360,000 tested, 0.52% active;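 active = mean inhibition of at least 75% with every replicate also reaching 75%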;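 note: 0% = median of neutral control wells and 100% = pilot-screen positive control compound; some compounds past the cut are filed as inactive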
NR5A2 inv ag: LRH-1 (NR5A2) inverse agonists, primary screen, cell-based, luminescence, HEK293T, StAR-luciferase reporter | Nuclear receptor subfamily 5 group A member 2 (Homo sapiens), O00482 | LRH-1 transfected, 24 h | inhibition, % at 3.6 µM | 360,000 tested, 0.13% active | AID 602396, 2012;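 active = inhibition above the mean inhibition of all tested compounds plus 3 SD, cut at about 73% in these data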;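 note: 0% = DMSO wells and 100% = reporter-only cells lacking LRH-1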
Target sequence (O00482 whole entry, looked up): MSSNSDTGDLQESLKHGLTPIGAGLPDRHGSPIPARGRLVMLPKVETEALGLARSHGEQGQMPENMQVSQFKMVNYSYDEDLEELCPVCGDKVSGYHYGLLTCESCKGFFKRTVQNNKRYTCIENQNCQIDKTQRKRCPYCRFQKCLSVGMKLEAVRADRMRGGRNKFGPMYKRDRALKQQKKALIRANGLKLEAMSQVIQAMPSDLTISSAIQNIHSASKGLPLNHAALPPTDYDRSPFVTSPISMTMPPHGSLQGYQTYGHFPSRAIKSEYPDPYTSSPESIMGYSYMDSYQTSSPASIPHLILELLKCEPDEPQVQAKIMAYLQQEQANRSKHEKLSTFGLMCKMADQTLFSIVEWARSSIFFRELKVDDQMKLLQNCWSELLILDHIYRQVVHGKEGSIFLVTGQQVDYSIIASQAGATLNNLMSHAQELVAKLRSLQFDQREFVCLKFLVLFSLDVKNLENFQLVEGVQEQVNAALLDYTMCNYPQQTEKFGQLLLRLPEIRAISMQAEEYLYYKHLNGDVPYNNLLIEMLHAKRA
NCOA3 inh: SRC3 coactivator transcriptional activity inhibitors, primary screen, cell-based, luminescence | AID 588352, 2011 | inhibition, % at 3.6 µM | Nuclear receptor coactivator 3 (Homo sapiens), Q9Y6Q9 | 360,000 tested, 0.17% active | HEK293 GAL4-SRC3 luciferase reporter;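 active = inhibition above a per-campaign cutoff, the mean of all compounds plus 3 SD, cut at about 60% in these data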;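 note: 0% = DMSO-treated cells and 100% = gossypol-treated cells at 36 µM; higher means less SRC3-driven luciferase light from the GAL4 reporter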
COUP-TFII inh: NR2F2 transcriptional activity inhibitors, primary screen, cell-based, luciferase reporter, HEK293T, luminescence; COUP transcription factor 2 (Homo sapiens), P24468; HEK293T NGFI-A luciferase reporter; inhibition, % at 8.6 µM; 370,000 tested, 0.7% active;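 active = inhibition above a per-plate cutoff, mean inhibition of test wells between control levels plus 3 SD, cut at about 38% in these data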;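 note: cells cotransfected with COUP-TFII expression vector driving the NGFI-A reporter; 0% = median of COUP-TF2 test wells and 100% = reporter-only cells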
Target sequence (P24468 whole entry, looked up): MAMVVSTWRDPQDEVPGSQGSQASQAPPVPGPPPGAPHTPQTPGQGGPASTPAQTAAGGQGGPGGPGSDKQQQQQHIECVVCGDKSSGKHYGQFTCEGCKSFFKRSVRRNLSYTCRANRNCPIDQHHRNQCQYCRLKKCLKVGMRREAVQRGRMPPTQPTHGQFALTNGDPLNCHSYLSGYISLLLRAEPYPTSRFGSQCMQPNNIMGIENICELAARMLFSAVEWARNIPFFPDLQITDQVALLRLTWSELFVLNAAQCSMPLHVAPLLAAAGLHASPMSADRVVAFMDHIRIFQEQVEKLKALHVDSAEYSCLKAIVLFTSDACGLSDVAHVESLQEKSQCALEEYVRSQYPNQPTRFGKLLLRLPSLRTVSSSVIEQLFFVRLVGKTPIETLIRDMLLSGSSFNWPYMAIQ
TROY NFkB inh: inhibitors of TROY-driven NF-kB signaling, primary screen, Q293 LMP1-TROYcd cells, NF-kB luciferase, uHTS. 360,000 tested, 0.98% active. inhibition, % at 10 µM. Q293 LMP1-TROYcd NF-kB luciferase reporter, 4 h;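 active = compounds whose plate-normalised and pattern-corrected inhibition of the luciferase reporter signal at the single screening dose is 50% or more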
CF NFkB inh: inhibitors of PAF-induced NF-kB signaling, primary screen, cell-based, GFP fluorescence, uHTS; KKLEB NF-kB-GFP reporter, GFP fluorescence overnight; inhibition, % at 5 µM; 360,000 tested, 0.86% active;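 active = at least 50% inhibition at 5 µM, scaled per plate between neutral and stimulator controls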;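 note: PAF is a Pseudomonas aeruginosa culture filtrate used as stimulus; plate controls were PAF-stimulated DMSO wells for no effect and unstimulated DMSO wells for full effect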
SRC1 inh: SRC1 coactivator transcriptional activity inhibitors, primary screen, cell-based, luminescence; inhibition, % at 3.6 µM; HEK293 GAL4-SRC1 luciferase reporter; 360,000 tested, 0.12% active;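 active = inhibition above the campaign mean plus 3 SD, with each screening campaign given its own cutoff, cut at about 60% in these data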;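 note: 0% = DMSO treated cells and 100% = gossypol at 36 µM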
TRAIL sens C8: viability loss with TRAIL in NB7+C8 cells, primary screen, TRAIL sensitizer project, cell-based, ATPlite luminescence; inhibition (viability loss, TRAIL sensitization), % at 10 µM; 360,000 tested, 1% active;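 active = compounds causing at least 50% loss of cell viability in the single-dose screen, relative to plate controls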
KKLEB cytotox: cytotoxicity in KKLEB CF airway cells, primary screen, cytotoxicity control for CF NF-kB inhibitor project, cell-based, uHTS, fluorescence assay plates; activity change (cytotoxicity), % at 5 µM; KKLEB CF airway cells viability, ATPlite luminescence, overnight; hits give low values; cells stimulated with P. aeruginosa culture filtrate; 360,000 tested, 0.36% active; AID 602141, 2011;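 active = corrected activity change at or below -50% at 5 µM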
EBV LMP1 NFkB: EBV LMP1-driven NF-kappaB luciferase reporter inhibitors, primary screen, cell-based, luminescence, single point; LMP1-induced NF-kappaB luciferase reporter cells; inhibition, % at 12.5 µM; 350,000 tested, 0.69% active; in the data active = inhibition above about 41%;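 note: 0% = neutral control wells and 100% = reference inhibitor control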
An asterisk follows results filed as active; . = no result given. These rows are one share of the data; the hit share may differ from the screen's.

Start of the data: the first 4 records, to show the layout:
SMILES	TWEAK Fn14 block	Shn3 3UTR inh	NR5A2 inv ag	NCOA3 inh	COUP-TFII inh	TROY NFkB inh	CF NFkB inh	SRC1 inh	TRAIL sens C8	KKLEB cytotox	EBV LMP1 NFkB
C=C1C(=O)O[C@@H]2[C@H]3O[C@]3(C)CC/C=C(\C)CC[C@@H]12	39	-21	3	-6	-12	18	69*	14	20	23	35
Cc1ccccc1NC(=S)N(Cc1cccs1)C1CCCCC1	-15	3	3	19	-22	-50	-14	-11	-11	-4	10
O=C1c2ccccc2C(=O)N1c1cccc2cccnc12	8	10	20	-3	7	-16	-9	-2	-2	4	-22
O=C1NC(=S)NC1=Cc1ccc2c(c1)CCC2	-7	-6	-22	-2	-6	-41	4	-10	-6	-7	93*

The whole of this part, from the start:
SMILES	TWEAK Fn14 block	Shn3 3UTR inh	NR5A2 inv ag	NCOA3 inh	COUP-TFII inh	TROY NFkB inh	CF NFkB inh	SRC1 inh	TRAIL sens C8	KKLEB cytotox	EBV LMP1 NFkB
C=C1C(=O)O[C@@H]2[C@H]3O[C@]3(C)CC/C=C(\C)CC[C@@H]12	39	-21	3	-6	-12	18	69*	14	20	23	35
Cc1ccccc1NC(=S)N(Cc1cccs1)C1CCCCC1	-15	3	3	19	-22	-50	-14	-11	-11	-4	10
O=C1c2ccccc2C(=O)N1c1cccc2cccnc12	8	10	20	-3	7	-16	-9	-2	-2	4	-22
O=C1NC(=S)NC1=Cc1ccc2c(c1)CCC2	-7	-6	-22	-2	-6	-41	4	-10	-6	-7	93*
COc1ccc(/C(N)=N/OC(=O)C2CCCCC2)cc1OC	-68	-80	-77	-53	-31	-70	26	-61	7	-5	-25
Cc1ccc(N2C(=O)c3ccc(C(=O)N4CCN(c5ccc(C)c(C)c5)CC4)cc3C2=O)cc1	9	-3	6	17	-18	31	21	-12	-15	-16	3
Cc1ccc2c(c1)CCO[C@]21O[C@H](CCO)C[C@H](O)[C@H]1O	-24	1	7	-20	0	-37	2	6	-3	-12	-4
COc1cc2c(cc1OC)C(C)N(C(=O)C1=NN(c3cccc(C)c3)C(=O)CC1)CC2 (stereo unspecified)	-12	-2	18	-10	-5	15	0	13	-17	2	-4
CN1CCN(/N=C/c2ccc(N(c3ccccc3)c3ccccc3)cc2)CC1	15	1	39	18	18	64*	38	0	33	-43	87*
CC(=O)Nc1cc(S(=O)(=O)Nc2ccc(C)cc2)c(C)cc1C	1	-5	13	0	14	5	-8	11	-7	5	-6
CN(C)c1nc(N)c2ncc(=S)[nH]c2n1	-6	10	-27	-17	13	-2	24	0	-4	-4	3
Cc1cc(-c2ccccc2)c(C#N)c(N)n1	12	-13	-11	-11	7	13	27	2	-7	-7	-8
NC(c1ccccc1)c1ccncc1 (stereo unspecified)	-7	-5	-3	-1	8	4	-21	15	-15	-16	-2
CCCc1cc(NCCCO)n2c(nc3ccccc32)c1C#N	1	3	32	4	-1	-14	20	5	7	-21	.
O=C(C1=C(O)C(=O)N(CC2CCCO2)C1c1cccnc1)c1ccco1 (stereo unspecified)	4	9	5	6	-10	4	-17	-24	0	12	-6
COc1cc(/C=N/NC(=O)Cn2ccc(C(F)(F)F)n2)cc(OC)c1OC	-4	7	6	-7	1	5	-1	-7	-6	5	-8
Cc1cc(/C=C2\NC(=S)NC2=O)c(C)n1-c1cccnc1	-17	-32	5	-18	-14	-34	5	-30	28	-6	-4
CO/N=C/C1CCN(c2ncc(C(F)(F)F)cc2Cl)C1=O (stereo unspecified)	-6	-4	4	3	6	-40	-3	8	-1	-3	-1
Cc1c(C#N)c2ccccc2n1CC(=O)N1CCCc2ccccc21	-9	10	3	14	9	11	11	-6	1	6	-4
CCOC(=O)[C@]12CCCC=C1N(Cc1ccc3c(c1)OCO3)C(=O)[C@H](CC(=O)NCc1cccc(C(F)(F)F)c1)C2	19	.	-21	.	-2	19	.	.	23	.	.
COc1ccc(C(C)=O)cc1CSc1nc2ccccc2c(=O)n1-c1cccc(C)c1	7	25	-21	4	-16	4	14	4	15	6	0
O=C(COc1ccc(Br)cc1Cl)NC(=O)NC1CCCC1	-28	-96	-103	-48	-81	14	-10	-72	4	-1	-32
COc1ccc(/C=N/S(=O)(=O)CCc2ccccc2)c(OC)c1	9	-2	-13	5	-1	-3	15	11	-1	5	-2
O=S(=O)(N[C@@H]1C[C@H]2CC[C@@H]1C2)c1cccs1	-8	8	-4	12	12	-7	4	-11	-4	-10	1
COc1ccc(S(=O)(=O)n2nc(OC(=O)c3c(-c4ccccc4Cl)noc3C)cc2N)cc1	3	-10	-10	-15	6	38	21	1	7	-10	0
COC(=O)c1cc(S(=O)(=O)NCc2ccc3c(c2)OCO3)cn1C	-7	-9	5	7	-14	-4	-9	-6	-15	2	-8
CCN(CC)c1c(C)nc2ccc(C(=O)N3CCN(C(=O)c4ccco4)CC3)cn12	2	-3	-2	-7	-7	9	4	6	-3	2	.
Cc1cc(C)c(NC(=O)C2CC(=O)N(C3CCCC3)C2)c(C)c1 (stereo unspecified)	-6	-8	-5	2	-10	4	4	-17	20	-14	0
COC(=O)CC1(CC(N)=O)SCCS1	4	5	10	-19	19	-8	-7	-4	7	16	3
Cc1ccc(C)c(NC(=O)CCC(=O)NNC(=O)COc2cc(C)ccc2C)c1	-10	3	-3	3	-4	5	-17	-22	-15	13	1
Oc1ccc(Cc2ncc(C(F)(F)F)cc2Cl)cc1	5	5	19	27	6	-18	-8	7	-1	-1	0
COC(=O)C[C@H]1c2cc(F)ccc2S(=O)(=O)N1c1ccc(N(C)C)cc1	-5	-19	2	4	3	-3	22	4	-12	-16	1
CCOC(=O)N1C(=O)NC(=O)C1c1ccccc1 (stereo unspecified)	-17	78	-3	-3	23	22	-6	2	-16	14	1
O=S(=O)(NCc1ccncc1)c1ccc(Br)s1	20	81	28	23	63*	11	8	33	10	-5	10
CC1=C(C#N)C(C)(C)C(C#N)=C(C)N1	-27	-26	-4	13	2	-17	-11	6	-1	11	-2
C=CC[C@@H](CC(=O)N[C@@H](CO)Cc1ccccc1)C(=O)N[C@@H](C)COC(=O)[C@@H](CC=C)Cc1ccc(F)cc1	15	-12	16	7	2	10	7	6	-7	9	-16
COc1ccc(OC)c(/C=N/Nc2cc(C)nc(N3CCOCC3)n2)c1	3	-92	3	10	12	-22	-2	-4	15	-5	9
COc1ccccc1C(=O)Nc1c(C)cc(Br)cc1C	-8	4	-3	3	-17	-10	14	-8	21	-9	3
CCc1c(C)nc2ccc(Br)cc2c1SCCC#N	79*	12	-4	64*	38*	48	73*	65*	31	-19	26
COC(=O)c1ccccc1NC(=O)C12CC3CC(C1)CC(n1cnc(Cl)n1)(C3)C2	8	22	9	8	16	6	10	-20	-3	-26	4
N/C(=N\c1nc2ccccc2o1)NC(=O)c1ccccc1Br	9	-62	-32	-19	2	-15	-24	-35	10	-8	-21
COc1cccc(-c2c(-c3cc(OC)cc(OC)c3)n(C)c3ccc(Br)cc23)c1	-13	8	2	0	-6	7	2	0	9	3	-9
CCCCOc1ccccc1C(=O)N(Cc1ccco1)C1CCS(=O)(=O)C1 (stereo unspecified)	-7	2	2	7	16	-12	10	-26	-4	-1	-3
CCN(CC)C(=O)C1CCCN(C/C=C/c2ccccc2[N+](=O)[O-])C1 (stereo unspecified)	7	3	12	9	-2	2	-13	4	-3	5	-13
Cc1ccc(S(=O)(=O)c2cc(O)ccc2O)cc1C	15	12	-2	4	18	-10	-1	-33	-5	6	3
CCOc1ncccc1C(=O)OCC(=O)Nc1cc(C(C)(C)C)ccc1OC	-4	-9	5	11	6	16	-20	-6	5	4	-4
COc1ccc(N2CCN(C(=O)Cc3ncc(C(F)(F)F)cc3Cl)CC2)cc1	-1	3	2	13	5	-9	11	-18	-3	10	1
CCOC(=O)NC1(NC(C)C)Oc2ccccc2O1	-22	18	-4	-17	2	26	-17	0	3	-1	5
COc1ccc(OC)c(NC(=O)C2(C)CCN2C(=O)C2(c3ccc(Cl)cc3)CCC2)c1 (stereo unspecified)	4	22	-2	-17	3	-8	13	-7	21	-8	.
O=C(NS(=O)(=O)NC1CCCCC1)C1=C(N2CCCC2)COC1=O	4	-5	-12	-1	5	-4	10	-7	4	-9	2
CCOC(=O)C1(C)CCCN1C(=O)c1ccc(N(C)C)cc1 (stereo unspecified)	-27	4	6	9	9	-8	0	5	-15	-8	.

In another format: 6 of the compounds above.
Values in the order: TWEAK Fn14 block	Shn3 3UTR inh	NR5A2 inv ag	NCOA3 inh	COUP-TFII inh	TROY NFkB inh	CF NFkB inh	SRC1 inh	TRAIL sens C8	KKLEB cytotox	EBV LMP1 NFkB
Cc1cc(C)c(NC(=O)C2CC(=O)N(C3CCCC3)C2)c(C)c1 (stereo unspecified)
  -6	-8	-5	2	-10	4	4	-17	20	-14	0
COC(=O)CC1(CC(N)=O)SCCS1
  4	5	10	-19	19	-8	-7	-4	7	16	3
Cc1ccc(C)c(NC(=O)CCC(=O)NNC(=O)COc2cc(C)ccc2C)c1
  -10	3	-3	3	-4	5	-17	-22	-15	13	1
Oc1ccc(Cc2ncc(C(F)(F)F)cc2Cl)cc1
  5	5	19	27	6	-18	-8	7	-1	-1	0
COC(=O)C[C@H]1c2cc(F)ccc2S(=O)(=O)N1c1ccc(N(C)C)cc1
  -5	-19	2	4	3	-3	22	4	-12	-16	1
CCOC(=O)N1C(=O)NC(=O)C1c1ccccc1 (stereo unspecified)
  -17	78	-3	-3	23	22	-6	2	-16	14	1
